GLS inhibitor: blocks human kidney-isoform glutaminase activity; Potency, µM (top dose mostly 45.5 µM), inactives show at the highest dose activity change, negative = inhibition, usual class: inhibitors; O94925; AID 624170; 410,000 compounds, 0.21% hits; GLS enzymatic activity, qHTS titration; also: potency is read from the fitted curve at half-maximal effect; % is scaled to controls: 0 for no effect and ±100 for the full control effect
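Compounds were pin-transferred onto hKGA, after which L-glutamine (1 mM solution) and a detection mix of glutamate oxidase, HRP and Amplex Red were added. Initial and 30 min RT fluorescence reads were collected.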
Pin1 inhibitor: inhibitors of human Pin1. 390,000 compounds, 0.009% hits. Pin1 FP peptide displacement, HiFluor488, 10 min. Q13526. AID 504891. Potency, µM (doses to about 115 µM), inactives show at the top dose activity, negative = inhibition, most hits filed as inhibitors; active = well fitted inhibition curve with a large enough effect in the polarisation, with a control signal flat, not every such curve was filed as active; inconclusive = small, poorly fitted or top-dose-only effect, or effect the other way, or a change in a side signal; inactive = no such curve, though single readings can be large or run the other way; the % refers to the polarisation; also: potency is read from the fitted curve at half-maximal effect; % is scaled to controls: 0 for no effect and ±100 for the full control effect
Target sequence (Q13526 whole entry, looked up): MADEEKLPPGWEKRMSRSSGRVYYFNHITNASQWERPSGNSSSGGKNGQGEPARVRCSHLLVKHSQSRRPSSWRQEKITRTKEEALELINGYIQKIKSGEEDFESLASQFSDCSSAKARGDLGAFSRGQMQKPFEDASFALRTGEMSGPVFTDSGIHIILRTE
mIDH1 inhibitor: inhibitors of human mutant IDH1 R132H. O75874. IDH1-R132H enzyme, NADPH consumption, diaphorase/resazurin fluorescence. Potency, µM (highest dose often 76.6 µM), inactives show at the top dose activity change, negative = inhibition, hits mostly inhibitors. 390,000 compounds, 0.093% hits. AID 602179; also: potency is read from the fitted curve at half-maximal effect; % is scaled to controls: 0 for no effect and ±100 for the full control effect; nearly all actives have a fitted effect of over 65% in size
Target sequence (O75874 whole entry R132H, stated change not applied): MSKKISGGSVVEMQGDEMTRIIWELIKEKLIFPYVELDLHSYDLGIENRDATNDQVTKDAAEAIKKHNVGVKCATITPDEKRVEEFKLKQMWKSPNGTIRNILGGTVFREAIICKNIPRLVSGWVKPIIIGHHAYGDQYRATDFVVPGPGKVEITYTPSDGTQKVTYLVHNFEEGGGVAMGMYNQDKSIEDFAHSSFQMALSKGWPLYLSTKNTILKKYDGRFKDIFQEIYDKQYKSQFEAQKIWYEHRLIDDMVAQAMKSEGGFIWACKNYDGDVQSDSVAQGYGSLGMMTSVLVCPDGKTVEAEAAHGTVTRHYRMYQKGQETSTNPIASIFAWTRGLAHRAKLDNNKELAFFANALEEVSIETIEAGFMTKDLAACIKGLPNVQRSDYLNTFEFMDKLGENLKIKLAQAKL
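IDH1-R132H (0.5 ug/mL dispensed) in pH 7.5 Tris buffer was preincubated 30 min with compound, then given a substrate mix of 0.016 mM NADPH and 2 mM alpha-KG for 80 min at room temperature; remaining NADPH was read by diaphorase/resazurin fluorescence.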
PGK inhibitor: T. brucei PGK inhibition; 380,000 compounds, 0.043% hits; PGK/GAPDH coupled, Kinase-Glo luminescence, 60 min; Potency, µM (doses to about 57.5 µM), for inactives: at the top dose activity change, negative = inhibition, actives largely listed as inhibitors; also: potency is read from the fitted curve at half-maximal effect; % is scaled to controls: 0 for no effect and ±100 for the full control effect; nearly all actives have a fitted effect of over 60% in size
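Luminescent ATP detection (Kinase-Glo Plus) follows a 60-minute room-temperature incubation, with wells lacking PGK as controls. Buffer: 100 mM TEA (pH 7.6), 5 mM MgCl2, 0.01% Tween-20. Coupling enzyme GAPDH (100 nM final) supplies unstable 1,3-BPG in-well.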
TrxR1 inh: rat TrxR1 inhibition. O89049. recombinant rTrxR1, NADPH fluorescence consumption, selenite substrate. Potency, µM (highest dose often 114 µM), without a hit: top-dose activity change, negative = inhibition, usual class: inhibitors. 390,000 compounds, 1% hits; also: potency is read from the fitted curve at half-maximal effect; % is scaled to controls: 0 for no effect and ±100 for the full control effect; nearly all actives have a fitted effect of over 65% in size
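Rat TrxR1 (90 nM in the dispensed reagent) was pre-reduced with 400 uM NADPH for 5 min at room temperature, then incubated with compound for 15 min. After 400 uM selenite was added, NADPH fluorescence (Ex 340/Em 450 nm) was followed for 8 min.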
TrxR1 substrate: substrates of rat thioredoxin reductase 1; Potency, µM (top dose mostly 114 µM), inactives show at the highest dose activity change, negative = substrate turnover; purified TrxR1 substrate turnover, NADPH consumption readout; 390,000 compounds, 0.01% hits; also: potency is read from the fitted curve at half-maximal effect; % is scaled to controls: 0 for no effect and ±100 for the full control effect; nearly all actives have a fitted effect of over 50% in size
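Rat TrxR1, dispensed at 90 nM, was prereduced with 400 uM NADPH (final) for 5 min at ~22 deg C, then incubated with compound 15 min before 400 uM selenite. A first-read NADPH fluorescence drop versus no-compound background flagged substrates.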
USP1 inh: inhibitors of human USP1/UAF1 deubiquitinase; O94782; recombinant USP1/UAF1, Ub-Rhodamine cleavage fluorescence; Potency, µM (series often up to 57.1 µM), for inactives: top-dose activity change, negative = inhibition, usual class: inhibitors; 390,000 compounds, 0.23% hits; also: potency is read from the fitted curve at half-maximal effect; % is scaled to controls: 0 for no effect and ±100 for the full control effect; nearly all actives have a fitted effect of over 60% in size; inactives centre near -12
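High-throughput fluorogenic screen: 1nM USP1/UAF1 complex, Ub-Rho substrate 150nM final, 50mM HEPES pH 7.8 with 0.5mM EDTA, 0.1 mg/ml BSA, 1mM TCEP and 0.01% Tween-20.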
HP1b binding inh: HP1-beta chromodomain-methylated histone interaction inhibition; P83916; AlphaScreen HP1-beta / biotin-H3K9me3 peptide binding; Potency, µM (highest dose often 114 µM), without a hit: top-dose activity change, negative = inhibition, usual class: inhibitors; 390,000 compounds, 0.56% hits; AID 540317; also: potency is read from the fitted curve at half-maximal effect; nearly all actives have a fitted effect of over 70% in size; inactives centre near 23
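AlphaScreen: HP1-beta (50 nM) preformed 30 min with biotin-H3(1-18)K9me3 peptide (50 nM) in PBS pH 7.4, 0.01% Tween-20. Compound added for 30 min at RT, then streptavidin donor/nickel chelate acceptor beads (10 ug/mL) for 30 min.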
PI4K2A block: PI4K2A (human) kinase inhibition. Q9BTU6. purified PI4K2A, ADP-Glo luminescence, 1 h; hits give low values. activity change, negative = inhibition, % at 76.9 µM. 420,000 compounds, 0.13% hits; in the data active = activity change below about -50%; inconclusive = mostly about -30% to -49%;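 also: -100% = wells without enzyme as full effect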
Target sequence (Q9BTU6 whole entry, looked up): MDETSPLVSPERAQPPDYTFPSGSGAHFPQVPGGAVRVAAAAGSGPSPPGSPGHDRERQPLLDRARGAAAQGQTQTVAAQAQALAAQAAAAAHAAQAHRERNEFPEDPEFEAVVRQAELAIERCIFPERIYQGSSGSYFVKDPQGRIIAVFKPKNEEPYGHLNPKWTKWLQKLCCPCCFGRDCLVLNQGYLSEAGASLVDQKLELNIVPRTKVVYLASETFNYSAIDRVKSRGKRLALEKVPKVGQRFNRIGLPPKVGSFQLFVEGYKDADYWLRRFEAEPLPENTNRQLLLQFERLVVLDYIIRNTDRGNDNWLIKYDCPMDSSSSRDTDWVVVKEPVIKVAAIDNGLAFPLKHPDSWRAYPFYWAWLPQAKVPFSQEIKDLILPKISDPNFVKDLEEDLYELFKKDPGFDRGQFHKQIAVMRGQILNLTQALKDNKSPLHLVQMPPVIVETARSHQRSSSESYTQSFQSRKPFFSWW
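ADP-Glo luminescence measured ADP generated by PI4K2A enzyme (4 ug/mL before mixing) with 1.2 mM PI substrate (pre-mix) and 300 microM ATP (pre-mix). Tris pH7.5 buffer with MgCl2, Triton X-100; 1 h reaction at ambient temperature.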
The depositor's hits bear a star; i = inactive; ? = inconclusive; . = not tested or not shown; [ ] = remark or other dose. Unless noted, calls follow the shape of the dose curve; as a rule, active = well fitted curve in the direction sought with a large enough effect; inconclusive = small, poorly fitted or top-dose-only effect, or another doubt; inactive = no such curve, though single readings can be large; an effect the other way counts as inactive or inconclusive. Only part of the results is shown; rates above refer to the full screens.

Preview, 12 compounds:
SMILES	GLS inhibitor	Pin1 inhibitor	mIDH1 inhibitor	PGK inhibitor	TrxR1 inh	TrxR1 substrate	USP1 inh	HP1b binding inh	PI4K2A block
Cc1cc(-c2ccc(S(=O)(=O)Nc3cccc(Cl)c3C)cc2)on1	-7%	-2%	-2%	-9%	32%	3%	?	12%	-3
CCn1nnnc1NC(=O)c1cc(OC)c(OC)c(OC)c1	-4%	0%	-1%	9%	12%[57.1 µM]	-14%	-5%	8%	0
COCCOC(=O)c1c(C)n(C)c2ccc(OC(=O)c3c(OC)cccc3OC)cc12	-30%	-2%	0%	.	19%	-2%	-22%	-21%	3
CS(=O)(=O)c1cccc(C(=O)N(CCc2ccccc2)Cc2cccs2)c1	-3%	-3%	2%	i	15%	2%	-22%	25%	-3
CC(=O)c1ccc(NC(=O)CN2C(=O)/C(=C/C=C/c3ccccc3)SC2=S)cc1	-1%	?	3%	-2%	-23%	-14%	-11%	3%	-9
O=C(CCNC(=O)c1ccc(Cl)cc1)NCc1cccc(C(F)(F)F)c1	-4%	2%	2%	-6%	-1%[57.1 µM]	-1%[57.1 µM]	-11%	30%	8
Cc1cc(C)cc(N2C(=O)CC(n3nc(C)cc3C)C2=O)c1 (centres undefined)	-15%	3%	5%	-3%	0%	-3%	-17%	12%	4
CCOC(=O)[C@@H]1[C@H]2COc3ccccc3[C@@H]2N2C(=O)N(c3cccc(C)c3)C(=O)[C@]12C	2%	1%	9%	-5%	35%	3%	-16%	27%	-2
O=C(OCc1cn([C@@H]2CN(Cc3cccs3)[C@@H](c3ccc(Cl)cc3)C[C@H]2O)nn1)c1ccccc1	0%	.	0%	2%	.	.	-22%	.	0
NNC(=O)C1CC1c1ccc(Cl)cc1 (centres undefined)	24%	-1%	-2%	13%	6%	7%	-8%	24%	7
COc1ccc(OCCn2cnc(Cl)c2Cl)cc1	6%	-6%	-3%	8%	26%	4%	-2%	8%	7
CN1CCN(S(=O)(=O)c2cccc(C(=O)Nc3cc(C(F)(F)F)ccc3N3CCCCC3)c2)CC1	5%	-2%	-3%	8%	15%	0%	2%	12%	1

The listing, previewed entries included:
SMILES	GLS inhibitor	Pin1 inhibitor	mIDH1 inhibitor	PGK inhibitor	TrxR1 inh	TrxR1 substrate	USP1 inh	HP1b binding inh	PI4K2A block
Cc1cc(-c2ccc(S(=O)(=O)Nc3cccc(Cl)c3C)cc2)on1	-7%	-2%	-2%	-9%	32%	3%	?	12%	-3
CCn1nnnc1NC(=O)c1cc(OC)c(OC)c(OC)c1	-4%	0%	-1%	9%	12%[57.1 µM]	-14%	-5%	8%	0
COCCOC(=O)c1c(C)n(C)c2ccc(OC(=O)c3c(OC)cccc3OC)cc12	-30%	-2%	0%	.	19%	-2%	-22%	-21%	3
CS(=O)(=O)c1cccc(C(=O)N(CCc2ccccc2)Cc2cccs2)c1	-3%	-3%	2%	i	15%	2%	-22%	25%	-3
CC(=O)c1ccc(NC(=O)CN2C(=O)/C(=C/C=C/c3ccccc3)SC2=S)cc1	-1%	?	3%	-2%	-23%	-14%	-11%	3%	-9
O=C(CCNC(=O)c1ccc(Cl)cc1)NCc1cccc(C(F)(F)F)c1	-4%	2%	2%	-6%	-1%[57.1 µM]	-1%[57.1 µM]	-11%	30%	8
Cc1cc(C)cc(N2C(=O)CC(n3nc(C)cc3C)C2=O)c1 (centres undefined)	-15%	3%	5%	-3%	0%	-3%	-17%	12%	4
CCOC(=O)[C@@H]1[C@H]2COc3ccccc3[C@@H]2N2C(=O)N(c3cccc(C)c3)C(=O)[C@]12C	2%	1%	9%	-5%	35%	3%	-16%	27%	-2
O=C(OCc1cn([C@@H]2CN(Cc3cccs3)[C@@H](c3ccc(Cl)cc3)C[C@H]2O)nn1)c1ccccc1	0%	.	0%	2%	.	.	-22%	.	0
NNC(=O)C1CC1c1ccc(Cl)cc1 (centres undefined)	24%	-1%	-2%	13%	6%	7%	-8%	24%	7
COc1ccc(OCCn2cnc(Cl)c2Cl)cc1	6%	-6%	-3%	8%	26%	4%	-2%	8%	7
CN1CCN(S(=O)(=O)c2cccc(C(=O)Nc3cc(C(F)(F)F)ccc3N3CCCCC3)c2)CC1	5%	-2%	-3%	8%	15%	0%	2%	12%	1
COc1cc(NC(=O)Cn2ncc(Cl)c(Cl)c2=O)c(C)cc1[N+](=O)[O-]	4%	-2%	4%	-10%	?	6%[57.1 µM]	-2%	21%	-2
Cc1cc(N2C(=O)C(O)=C(C(=O)c3ccco3)C2c2cccc(Oc3ccccc3)c2)no1 (centres undefined)	4%	?	1%	-9%	-11%	-11%	-13%	-10%[57 µM]	-3
Cc1ccc(Nc2nc3c(c(=O)[nH]2)CCCC3)cc1	7%	-1%	5%	.	5%	-6%	-3%	21%	0
COc1ccccc1CNc1ncnc2onc(-c3ccc(Cl)cc3)c12	2%	-3%	-1%	9%	2%	-2%	-30%	55%[activator]	-6
NS(=O)(=O)c1ccc(O)c(NC(=O)c2ccc([N+](=O)[O-])cc2)c1	13%	-6%	2%	-7%	-4%	3%	-14%	28%	0
CN(C)CCNC(=O)CCCn1c(=O)c2cccn2c2ccccc21	8%	9%	12%	-8%	25%	11%	-11%	10%	3
Cc1cc(C)nc(NN2C(=O)/C(=C/c3ccc(O)cc3)SC2=S)n1	3%	?	1%	-3%	?	-1%	?	-2%	-2
O=[N+]([O-])c1cccnc1SCc1ccccc1	-2%	-11%	14%	-4%	42%[activator]	10%	-25%	35µM*	3
Cc1ccc(N2C(=O)CS(=O)(=O)C23C(=O)Nc2ccccc23)cc1C (centres undefined)	4%	-1%	-5%	7%	15%	1%	-31%	21%	-9
Cc1cccc(NC(=S)N(c2ccccc2)C(C)C)c1C	1%	7%	1%	-5%	-7%	-4%	-19%	46%[activator]	-4
C[C@H](O)[C@@]1(O)CC[C@H]2[C@@H]3CC[C@@H]4C[C@H](O)CC[C@]4(C)[C@H]3CC[C@@]21C	-9%	-7%	-3%	-1%	5%	-4%	-18%	39%	-2
CC1(C)CC(=O)C=C(NCCN2CCN(C(=S)Nc3ccccc3)CC2)C1	37%[activator]	20%	4%	9%	-2%	3%[57.1 µM]	-6%	16%	-3

Entries of single compounds as entered above. Values in the order: GLS inhibitor | Pin1 inhibitor | mIDH1 inhibitor | PGK inhibitor | TrxR1 inh | TrxR1 substrate | USP1 inh | HP1b binding inh | PI4K2A block
Shown for `O=[N+]([O-])c1cccnc1SCc1ccccc1` = -2% | -11% | 14% | -4% | 42%[activator] | 10% | -25% | 35µM* | 3
Shown for `C[C@H](O)[C@@]1(O)CC[C@H]2[C@@H]3CC[C@@H]4C[C@H](O)CC[C@]4(C)[C@H]3CC[C@@]21C` = -9% | -7% | -3% | -1% | 5% | -4% | -18% | 39% | -2

Other entries.
SMILES	GLS inhibitor	Pin1 inhibitor	mIDH1 inhibitor	PGK inhibitor	TrxR1 inh	TrxR1 substrate	USP1 inh	HP1b binding inh	PI4K2A block
CCCn1c(CCC(=O)O)nc2cc(S(N)(=O)=O)ccc21	4%	0%	-5%	-8%	-10%	-11%	-9%	24%	3
O=c1ccc2cc(S(=O)(=O)N3CCN(c4ccccc4)CC3)ccc2[nH]1	0%	1%	14%	-6%	-1%[57.1 µM]	-10%[57.1 µM]	-7%	30%	-6
CCOc1nc(-c2ccc(OC)cc2)ccc1-c1noc(-c2cc(OC)c(OC)c(OC)c2)n1	3%	14%	-2%	-4%	-21%	30%	-4%	34%	2
CC1(C)Cc2cccc(OCC(=O)N3CCN(c4ccccc4)CC3)c2O1	2%	-4%	2%	-8%	7%[57.1 µM]	10%[57.1 µM]	-12%	14%	-3
COC(=O)c1nn(-c2ccc(OC)cc2)ccc1=O	-7%	1%	0%	-9%	10%[2.29 µM]	6%[57.1 µM]	-27%	27%	2
CCOC(=O)CCc1c(C)c(C#N)c2nc3ccccc3n2c1-n1cnc2ccccc21	1%	20%	12%	i	-11%	13%	-6%	11%	-11
CCOC(=O)CCCCCC(=O)Nc1ccc2c(c1)C(=O)N([C@H](C)CO)C[C@@H](C)[C@H](CN(C)Cc1ccc3c(c1)OCO3)O2	11%	-6%	5%	-6%	7%	7%	-28%	23%	0
Cc1ccccc1NC(=O)Cn1c(=O)n(Cc2ccccc2)c(=O)c2sc3ccccc3c21	-2%	2%	7%	-6%	21%	9%	-15%	25%	-3
CCC12CN3CCN(CC(C3)/C1=N\NC(=O)c1ccc(F)cc1)C2	31%[activator]	-1%	2%	i	7%[57.1 µM]	3%[57.1 µM]	7%	-15%	-5
CCOc1ccc(C2C(C(=O)c3ccco3)=C(O)C(=O)N2Cc2cccnc2)cc1OC (centres undefined)	9%	-3%	12%	1%	-14%	-11%	0%	10%	-10
CN(CCCNC(=O)Cn1cc2c(n1)CCCC2)C1CCCCC1	0%	1%	6%	6%	-6%	-4%	-12%	33%	1
COc1ccc(CC(=O)Nc2cc(=O)n(C)c(=O)n2C)cc1OC	3%	4%	4%	-1%	1%[57.1 µM]	6%[57.1 µM]	-3%	10%	3
COc1cccc(CN(C)C(=O)c2cc(S(=O)(=O)NCc3ccccc3)ccc2C)c1OC	3%	-4%	13%	-8%	-9%	-4%	-15%	5%	-6

Screening results as filed in PubChem BioAssay.
